CHRM4 PAM – human M4 muscarinic receptor positive allosteric modulators, primary screen, CHO-K1 cells, Fluo-8 calcium fluorescence; CHO-K1 hM4/Gqi5, ACh EC20; 0% = ACh EC20, 100% = maximal ACh; activation, % at 3 µM; 0.4% of 360,000 active; AID 624126, 2012;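 active = activation above its plate's cutoff, the mean activation of sample wells plus 3 SD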; also: some results filed as inactive read as strong as hits
Target sequence (P08173 whole entry, looked up): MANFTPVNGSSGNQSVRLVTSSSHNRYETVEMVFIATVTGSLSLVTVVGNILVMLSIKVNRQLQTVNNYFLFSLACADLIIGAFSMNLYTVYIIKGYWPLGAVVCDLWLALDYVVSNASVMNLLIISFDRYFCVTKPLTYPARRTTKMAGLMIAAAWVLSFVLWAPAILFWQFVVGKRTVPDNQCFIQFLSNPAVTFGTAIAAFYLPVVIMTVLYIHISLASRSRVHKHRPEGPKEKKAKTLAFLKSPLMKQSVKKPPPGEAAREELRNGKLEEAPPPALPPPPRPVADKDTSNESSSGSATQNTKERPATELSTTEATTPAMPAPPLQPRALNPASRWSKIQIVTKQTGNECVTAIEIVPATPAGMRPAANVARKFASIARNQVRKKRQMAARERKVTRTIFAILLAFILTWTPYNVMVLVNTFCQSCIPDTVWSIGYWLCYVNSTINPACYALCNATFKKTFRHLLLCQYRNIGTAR
M1 PAM parental – nonselective calcium activators in parental CHO-K1 cells, primary screen, counter-screen for M1 PAM project, cell-based, Fluo-8 calcium fluorescence, full deck, 1536-well; ATP EC20; 0% at ATP EC20, 100% at ATP max; activation, % at 3 µM; 0.02% of 360,000 active;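 active = activation above the run cutoff, the mean activation of all test compounds plus 3 SD, cut at about 40% in these data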;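 also: peak over basal fluorescence ratio in a 140 s read after ATP addition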
TAAR1 agonist – human TAAR1 agonists, primary screen, Fluo-8 calcium fluorescence, CHO RD-HGA16 cells. Trace amine-associated receptor 1 (Homo sapiens), Q96RJ0. vehicle wells 0%, saturating PEA agonist 100%. activation, % at 3 µM. 0.99% of 360,000 active;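 active = activation above the mean activation of all test compounds in the run plus 3 SD, cut at about 38% in these data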
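Benchmarks: low control DMSO, high control PEA (EC100); System: CHO RD-HGA16 cells carrying human TAAR1 plus Gα16; Detection: Fluo-8 fluorescence, 5 s baseline then 140 s kinetic read; Schedule: 17-24 h plating, Fluo-8 75 min 37 °C, 30 min RT; Read-out basis: % activation from peak over basal fluorescence ratio, DMSO-to-PEA scaled.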
CRFBP-R2 block – antagonists of CRF-BP/CRF-R2 complex, primary screen, cell-based, HEK293, calcium dye fluorescence, uHTS. CRF-induced calcium fluorescence. inhibition, % at 11.8 µM. 0.59% of 350,000 active. AID 588475, 2011;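 active = inhibition of the ligand-induced calcium signal above about 50% at the single tested concentration, limit read from the data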
TAAR1 antag – human TAAR1 antagonists, primary screen, Fluo-8 calcium fluorescence, CHO RD-HGA16 cells | antagonist | inhibition, % at 3 µM | 1.5% of 360,000 active | AID 624466, 2012;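 active = inhibition above a per-plate cutoff, the mean inhibition of test compounds on that plate plus 3 SD, cut at about 49% in these data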;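 also: 0% = DMSO plus EC80 beta-PEA response and 100% = DMSO alone without agonist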
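Test system: CHO RD-HGA16 cells bearing hTAAR1 | Reagent: β-PEA, EC80 | Compound dosing: 3 µM, single point | Schedule: Dye loading 75 min at 37 °C, then 30 min room temperature | Signal: Calcium fluorescence with Fluo-8 | Evaluation: Percent inhibition of PEA-evoked calcium signal, max/basal emission ratio | Control set: DMSO-only wells and EC80 β-PEA-stimulated wells | Repeats: Singlicate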
CRFR2-BP ag – agonists of CRF-BP/CRF-R2 complex, primary screen, cell-based, HEK293, calcium dye fluorescence, uHTS | 0.46% of 350,000 active | AID 588473, 2011 | CRF-binding protein / CRF receptor 2 complex (human) | calcium dye fluorescence (FLIPR); percent of saturating CRF peptide response | activation, % at 13.2 µM;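 active = activation of at least 50%, plus an integration ratio under a set limit after plate pattern correction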;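 also: plate controls were neutral control wells without compound for no effect and CRF at EC100 for full effect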
M5 ag – human M5 muscarinic receptor agonists, primary screen, CHO-K1 cells, Fluo-8 calcium fluorescence | Muscarinic acetylcholine receptor M5 (Homo sapiens), P08912 | CHO-K1 hM5 cells; 0% DMSO wells, 100% maximal acetylcholine response | activation, % at 3 µM | 0.19% of 360,000 active | AID 624037, 2012;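 active = activation above the run's mean over test compounds plus 3 SD, cut at about 23% in these data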;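 also: signal is peak over basal fluorescence ratio across the kinetic read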
Target sequence (P08912 whole entry, looked up): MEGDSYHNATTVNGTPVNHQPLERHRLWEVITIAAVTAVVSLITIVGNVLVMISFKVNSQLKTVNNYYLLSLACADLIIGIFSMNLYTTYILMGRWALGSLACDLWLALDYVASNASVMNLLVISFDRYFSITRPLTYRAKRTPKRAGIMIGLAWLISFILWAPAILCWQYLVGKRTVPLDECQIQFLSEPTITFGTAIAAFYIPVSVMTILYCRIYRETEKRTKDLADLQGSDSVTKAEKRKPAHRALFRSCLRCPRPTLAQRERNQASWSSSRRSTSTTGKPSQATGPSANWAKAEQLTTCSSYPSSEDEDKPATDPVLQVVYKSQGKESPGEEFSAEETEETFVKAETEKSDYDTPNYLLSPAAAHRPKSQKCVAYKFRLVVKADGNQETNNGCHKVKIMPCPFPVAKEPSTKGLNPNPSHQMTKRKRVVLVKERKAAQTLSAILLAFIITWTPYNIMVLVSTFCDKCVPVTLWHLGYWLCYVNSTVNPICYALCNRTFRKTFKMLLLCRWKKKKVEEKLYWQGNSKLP
M5 PAM – human M5 muscarinic receptor positive allosteric modulators, primary screen, CHO-K1 cells, Fluo-8 calcium fluorescence; CHO-K1 hM5, ACh EC20 PAM; 0% = ACh EC20, 100% = ACh EC100; 0.3% of 360,000 active; activation, % at 3 µM;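 active = activation above the run cutoff, the mean activation of all test compounds plus 3 SD, cut at about 18% in these data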
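System: CHO-K1 hM5 cells. Reagent: acetylcholine, EC20 level. Compound dosing: single dose, 3 µM nominal final test concentration. Timing: Post-acetylcholine fluorescence recording 140 s. Detection: Fluo-8 calcium fluorescence. Read-out: % activation, ACh-normalized. Benchmarks: ACh EC20 and EC100 wells. Repeats: singlicate, one well per test compound.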
M5 antag – human M5 muscarinic receptor antagonists, primary screen, CHO cells, Fluo-8 calcium fluorescence; Muscarinic acetylcholine receptor M5 (Homo sapiens), P08912; CHO-hM5 cells, ACh EC80; inhibition, % at 3 µM; 0.59% of 360,000 active;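 active = inhibition above a per-plate cutoff, the mean of that plate's test compounds plus 3 SD, cut at about 27% in these data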;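 also: 0% = acetylcholine EC80 with DMSO and 100% = DMSO without agonist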
Active calls of the source: *; · = not tested or not shown. This is a random part of the collection; any-hit rate near 4.2%.

SMILES | CHRM4 PAM | M1 PAM parental | TAAR1 agonist | CRFBP-R2 block | TAAR1 antag | CRFR2-BP ag | M5 ag | M5 PAM | M5 antag
Cc1nc(C)c(-c2csc(NCc3ccccc3)n2)s1 | -3 | -6 | 14 | 26 | 5 | -5.6 | -2 | -8 | 5
COC(=O)C(C)(C)ONC(=O)Nc1ccccc1Cl | 0 | -4 | 3 | 13 | -7 | -0.2 | 2 | -1 | 11
Cc1ccc(NC(=S)Nc2ccc(S(=O)(=O)N3CCOCC3)cc2)cc1S(=O)(=O)N1CCOCC1 | -3 | 7 | 5 | -25 | 3 | -1.0 | -5 | -3 | -9
Cc1ccc2cccc(N)c2n1 | -14 | 9 | 8 | -3 | -46 | 0.7 | 3 | -8 | 18
CC1=CC(=O)C=C/C1=C(/c1ccc(O)cc1C)c1ccccc1S(=O)(=O)O | 3 | -4 | -1 | -10 | -4 | -0.8 | 2 | 0 | -7
O=C(CN1CCCc2ccccc21)NC(=O)NCc1ccco1 | 17 | 11 | 0 | 2 | 21 | 0.4 | 0 | 3 | -3
Cc1cccc(NC(=O)C2CCN(C(=O)c3ccc(F)cc3)CC2)n1 | 6 | -1 | 3 | 1 | -3 | 0.7 | 5 | -5 | 2
Cc1ccc2nc(-c3cccc(Br)c3)c(Cc3cccc(Cl)c3)n2c1 | -5 | 4 | -2 | · | -4 | · | -3 | -3 | 4
CCCc1cc(N2CCOCC2)n2ncc(-c3ccccc3)c2n1 | -4 | -5 | 8 | -21 | -19 | -4.4 | -4 | -4 | 7
O=c1[nH]c2c(s1)C(c1ccc(O)cc1)C1C3CCC(C3)C1S2 (stereo not drawn) | -8 | -1 | 0 | -9 | 23 | -1.9 | -1 | -5 | -1
Cc1nn(C)c(C(=O)NNC(=S)NC2CCCCC2)c1Cl | 5 | 12 | 2 | 11 | -10 | 1.6 | 2 | -4 | 6
Clc1cccc(CSc2nc3ccncc3[nH]2)c1 | -4 | 26 | 2 | 20 | -18 | -3.4 | -3 | -5 | 0
Cc1ccccc1OCC(=O)N/N=C/c1ccc(Sc2nc3ccccc3s2)o1 | 2 | 11 | 7 | -17 | 3 | -0.9 | -1 | 4 | -1
Cc1ccc(NC(=S)N2CCN(c3ncccn3)CC2)cc1C | 7 | 1 | 2 | -8 | -9 | 1.0 | -4 | -2 | 1
CC(=O)Nc1ccc(NC(=O)c2ccc(S(=O)(=O)N(C)c3ccccc3)cc2)cc1 | -9 | 5 | 5 | 1 | 23 | 0.2 | 7 | -9 | 7
O=C(Nc1cc(S(=O)(=O)N2CCCCC2)ccc1N1CCOCC1)c1ccc(C(F)(F)F)cc1 | 11 | 5 | 28 | -14 | -14 | 0.9 | 4 | -6 | 13
CCCc1cc(=O)oc2c3c(cc(OCC(=O)N4CCC[C@H]4C(=O)O)c12)OC(C)(C)CC3 | 3 | 17 | -1 | 8 | -6 | -1.0 | 1 | 1 | 1
CCC(C)(C)NC(=O)C(c1ccc(C)cc1)N(Cc1cccnc1)C(=O)c1csnn1 (stereo not drawn) | -7 | 13 | 0 | -8 | 3 | 0.6 | -3 | 1 | -3
CC(Oc1ccccc1)C(=O)NC1=NCCS1 (stereo not drawn) | 4 | -7 | 2 | -12 | 3 | -0.2 | -4 | -3 | -4
NC(=O)c1cc(N)ccc1N1CCCCC1 | 0 | 18 | 3 | -3 | -3 | -1.2 | -2 | 4 | 7
COc1ccccc1-c1cc(N)n(S(=O)(=O)c2cccc3nsnc23)n1 | 3 | 25 | -1 | -7 | -41 | -0.6 | -5 | 10 | -7
O=CN1N=C(c2ccccc2)CC1c1ccc(Cl)cc1 (stereo not drawn) | -4 | -17 | 0 | 5 | 11 | -2.2 | -1 | -11 | 17
COc1ccc(CCC(=O)NCCc2nc3ccccc3[nH]2)cc1 | -5 | -10 | 2 | -3 | -7 | -0.9 | 1 | 1 | 11
Cc1ccc(NC(=O)C2CC(=O)Nc3nncn32)cc1 (stereo not drawn) | -4 | -5 | -2 | -3 | 0 | -0.2 | 0 | -6 | 8
O=C1CNC(=S)N1Cc1cccc(Cl)c1 | 1 | -3 | 2 | 5 | -12 | -1.0 | -8 | 0 | 4

The final three compounds of the section above come first, to join the parts:
SMILES | CHRM4 PAM | M1 PAM parental | TAAR1 agonist | CRFBP-R2 block | TAAR1 antag | CRFR2-BP ag | M5 ag | M5 PAM | M5 antag
COc1ccc(CCC(=O)NCCc2nc3ccccc3[nH]2)cc1 | -5 | -10 | 2 | -3 | -7 | -0.9 | 1 | 1 | 11
Cc1ccc(NC(=O)C2CC(=O)Nc3nncn32)cc1 (stereo not drawn) | -4 | -5 | -2 | -3 | 0 | -0.2 | 0 | -6 | 8
O=C1CNC(=S)N1Cc1cccc(Cl)c1 | 1 | -3 | 2 | 5 | -12 | -1.0 | -8 | 0 | 4
O=C(Nc1ccc(-c2nc3ccccc3[nH]2)cc1)c1ccccc1NS(=O)(=O)c1ccc(F)cc1 | -3 | 11 | 9 | 2 | 78* | -2.5 | -2 | -15 | 10
COc1cc(C(=O)O)ccc1Cl | -3 | 0 | 0 | 2 | -2 | -0.9 | 0 | 8 | -5
Cc1ccccc1-c1nc2ccc(Cl)cc2c(=O)n1O | 3 | 3 | 2 | 7 | 1 | -1.5 | -4 | 2 | 6
Cc1cccc(NC(=O)CCN2CCCCC2)c1 | -2 | 9 | 0 | 7 | -11 | 5.5 | -4 | -3 | 10
COc1ccc(-c2cnc(N)n2C)cc1 | -4 | -19 | 0 | 6 | -5 | 9.2 | -2 | 5 | 2
O=c1cc(N2CCCC2)c2ccccc2o1 | 1 | 12 | 0 | 1 | 5 | -2.3 | -5 | 3 | 6
O=C(Nc1ccccc1Sc1ccccc1)c1ccccc1F | 0 | 11 | 22 | -11 | 21 | 4.3 | -6 | 0 | -8
COC(=O)Cn1c(O)c(N=NC(=O)CNC(=O)c2ccncc2)c2ccccc21 | 1 | 0 | 2 | -5 | -22 | 1.8 | -1 | 5 | -15
CCOC(=O)c1c(C)[nH]c(C(=O)COC(=O)/C=C/c2ccc3c(c2)OCO3)c1C | -5 | 0 | -1 | 10 | -2 | 2.6 | -1 | 4 | -5
CCCN(CC(=O)Nc1ccccc1C)C(=O)c1ccc(S(=O)(=O)N2CCCCCC2)cc1 | 3 | 19 | 0 | -11 | -23 | 0.2 | 1 | -4 | 8
CN(CC#CC(O)(c1ccccc1)c1ccccc1)C(C)(C)C | -16 | 9 | 8 | -6 | -15 | -1.0 | -20 | -35 | 77*
O=C(Nc1ccc(Cl)c(S(=O)(=O)N2CCCCC2)c1)c1cnccn1 | -3 | -4 | 1 | -3 | -33 | -1.1 | 1 | -4 | 5
Cc1ccccc1NC(=O)COC(=O)CCSc1ccccc1 | -1 | 18 | 2 | -4 | 3 | 0.7 | -2 | 0 | 5
O=C1CCC(C(=O)N2CCCCO2)CN1Cc1cccc(C(F)(F)F)c1 (stereo not drawn) | 15 | 19 | 26 | 17 | -32 | 0.4 | -6 | -4 | 1
Cc1ccc(Cn2ccc(NC(=O)c3cc(-c4ccccc4)on3)n2)cc1 | 13 | 1 | 10 | 24 | -7 | 0.7 | -3 | -3 | -7
CC(=O)Nc1ccc2nc(CN3CCN(CC(C)C)C(CCO)C3)ccc2c1 (stereo not drawn) | 1 | 10 | 1 | -2 | -8 | -0.5 | 4 | -2 | 4
COCCCNC(=O)CCCn1c(=O)c2ccccc2n(Cc2cccc([N+](=O)[O-])c2)c1=O | 5 | 6 | 1 | 0 | 11 | 1.1 | -4 | 9 | -4
O=c1c(O[C@H]2O[C@@H](CO)[C@H](O)[C@@H](O)[C@@H]2O)c(-c2ccc(O)cc2)oc2cc(O)cc(O)c12 | 1 | 13 | 3 | -3 | 0 | 0.4 | 0 | 4 | 9
CCc1cccc(CC)c1NC(=O)C1CSC2(C)CCC(=O)N12 (stereo not drawn) | -1 | -18 | 4 | 5 | -31 | 0.1 | 1 | -2 | 7
C=CCN1C(=O)CSc2ccc(C(=O)NCc3cccs3)cc21 | 8 | 7 | 3 | -6 | 0 | -3.8 | -4 | 7 | -2
CCc1nnc(NC(=O)CN2CCC(O)(c3ccccc3OC)CC2)s1 | 4 | -2 | 11 | 11 | 5 | -0.9 | 3 | -1 | 3
COc1ccc(Cl)cc1NC(=O)C/C(C)=N/NC(=O)C(=O)NCc1ccccc1 | 2 | 8 | -4 | -4 | -9 | 0.4 | -7 | 7 | -6
Cc1cc(C)c(S(=O)(=O)c2ccccc2C)c(OCCN(C)C)n1 | -2 | -6 | 0 | -9 | -8 | 0.2 | -7 | -6 | 5
COc1ccc(CC2CC(=O)N(c3ccc(C)cc3)C2=O)cc1 (stereo not drawn) | -1 | 15 | 3 | 11 | -11 | -0.7 | 1 | -1 | 0
CCOc1ccc(S(=O)(=O)N2CCCC(C(=O)N3CCN(CC)CC3)C2)cc1Cl (stereo not drawn) | -2 | -26 | 1 | 2 | -22 | -0.3 | -4 | -3 | 4
Following part:
SMILES | CHRM4 PAM | M1 PAM parental | TAAR1 agonist | CRFBP-R2 block | TAAR1 antag | CRFR2-BP ag | M5 ag | M5 PAM | M5 antag
O=C(N/N=C/c1ccncc1)C12CC3CC(CC(C3)C1)C2 | -12 | 3 | 1 | -8 | -17 | 12 | 1 | 2 | 2
CC(NC(=O)C(=O)NN=C1CCCCCCC1)c1ccccc1 (stereo not drawn) | 0 | -8 | -1 | 20 | 5 | -0.6 | -11 | -20 | -3
Cc1ccc(CN2C(=O)c3ccccc3C2C(=O)NCC2CCCO2)cc1 (stereo not drawn) | 7 | 9 | 1 | 16 | 10 | -0.8 | -9 | 13 | -1
COc1cc(CNC(=O)C2CCCC2)cc(OC)c1OC | 5 | 12 | 0 | 6 | 1 | 0.5 | -2 | 9 | -8
Cc1[nH]nc2c1C(c1ccsc1C)C(C#N)=C(N)O2 (stereo not drawn) | 5 | -6 | 21 | -10 | 2 | -0.7 | 2 | 1 | 5
O=C1[C@@H](c2ccccc2)[C@@H](c2ccccc2)N1c1cccnc1 | -4 | 25 | 0 | -4 | -6 | -3.9 | 3 | 3 | 1
COc1cc(/C=C/C(=O)N2CCN(C(=O)/C=C/c3cc(OC)c(OC)c(OC)c3)CC2)cc(OC)c1OC | 0 | 2 | · | -7 | · | 1.4 | 0 | 0 | 6

Assay outcomes (PubChem)
